BRCA1 expr act – increases BRCA1 expression. AID 624202. MCF7-BRCA1-FFLuc reporter, luminescence, 48 h; response scale: scaled: vehicle 0%, 10 µM genistein 100%. Potency, µM (highest dose often 46.1 µM), for the others: top-dose activation, most hits filed as activators. 1.1% of 380,000 active; also: nearly all actives have a fitted effect of over 80% in size; some results filed as inactive show a strong effect at the top dose
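Activators of BRCA1 expression were detected as increased firefly luciferase luminescence in engineered MCF7 cells after 48 h compound incubation. Signals were scaled to genistein 10 microM as full activation.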
RORgamma inh – blocks mouse ROR gamma transcriptional activity | P51450 | Drosophila S2 Gal4-RORgamma UAS-luciferase reporter, 20 h | Potency, µM (top dose mostly 53.6 µM), for the others: at the highest dose activity change, negative = inhibition, most hits filed as inhibitors | 5.4% of 310,000 active; also: % is scaled to controls: 0 for no effect and ±100 for the full control effect; nearly all actives have a fitted effect of over 60% in size
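In this cell-based reporter format, copper sulfate (700 uM final) drives Gal4–ROR gamma fusion expression from a metallothionein promoter in Drosophila Schneider cells; compounds preincubated 1 hr, reporter read after 20 hr at ambient temperature.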
Rab9 promoter act – Rab9 promoter activation | Huh7 Rab9 promoter-luciferase reporter, luminescence, 24 h | Potency, µM (titrated, usually from 9.22 µM), inactives show top-dose activation, negative = inhibition, usual class: activators | 2.8% of 320,000 active | AID 485297; also: % of control where 0% means no effect; nearly all actives have a fitted effect of over 60% in size
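Luciferase signal after 10 min detection reagent at ambient indicates Rab9 promoter upregulation; stably transfected Huh7 cells were treated 24 h with compound in DMSO at 37 °C, 5% CO2.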
Gal4-VP16 FLuc – inhibits Gal4-VP16 luciferase reporter, ROR gamma counter-screen; Drosophila S2 Gal4-VP16 UAS-luciferase, luminescence, 20 h; Potency, µM (highest dose often 53.6 µM), for the others: top-dose activity, negative = inhibition, actives largely listed as inhibitors; 3.5% of 310,000 active;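 also: Gal4-VP16 expression switched on by copper sulfate through the metallothionein promoter; % is scaled to controls: 0 for no effect and ±100 for the full control effect; nearly all actives have a fitted effect of over 50% in size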
CXXC DNA block – MLL CXXC-DNA interaction inhibition; Potency, µM (titrated, usually from 115 µM), for inactives: top-dose activity change, negative = inhibition, usual class: inhibitors; MLL-CXXC / FITC-HOXA9 DNA fluorescence polarization; Q03164; 0.037% of 290,000 active; active = well fitted inhibition curve with a large enough effect in the polarisation, with a control signal flat, not every such curve was filed as active; inconclusive = small, poorly fitted or top-dose-only effect, or effect the other way, or a change in a side signal; inactive = no such curve, though single readings can be large or run the other way; the % refers to the polarisation
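Steps: dispense CXXC domain solution (7 uM) → pin compounds or unlabeled HOX-A9 DNA control → 5 min ambient → add FLSN-HOX-A9 solution (50 nM) → spin → 30 min ambient → fluorescence polarization. Tris pH 7.5/NaCl/DTT/BSA buffer.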
MBNL1 CUG block – inhibitors of human MBNL1 binding to CUG repeat RNA. TR-FRET MBNL1-His/biotin-(CUG)12 binding, 665/545 ratio. Potency, µM (highest dose often 57.5 µM), for inactives: at the top dose activity change, negative = inhibition, hits mostly inhibitors. 0.036% of 280,000 active. AID 2675; active = well fitted inhibition curve with a large enough effect in the signal ratio, with a control signal flat, not every such curve was filed as active; inconclusive = small, poorly fitted or top-dose-only effect, or effect the other way, or a change in a side signal; inactive = no such curve, though single readings can be large or run the other way; the % refers to the signal ratio; also: % is scaled to controls: 0 for no effect and ±100 for the full control effect
Target sequence (Q9NR56 whole entry, looked up): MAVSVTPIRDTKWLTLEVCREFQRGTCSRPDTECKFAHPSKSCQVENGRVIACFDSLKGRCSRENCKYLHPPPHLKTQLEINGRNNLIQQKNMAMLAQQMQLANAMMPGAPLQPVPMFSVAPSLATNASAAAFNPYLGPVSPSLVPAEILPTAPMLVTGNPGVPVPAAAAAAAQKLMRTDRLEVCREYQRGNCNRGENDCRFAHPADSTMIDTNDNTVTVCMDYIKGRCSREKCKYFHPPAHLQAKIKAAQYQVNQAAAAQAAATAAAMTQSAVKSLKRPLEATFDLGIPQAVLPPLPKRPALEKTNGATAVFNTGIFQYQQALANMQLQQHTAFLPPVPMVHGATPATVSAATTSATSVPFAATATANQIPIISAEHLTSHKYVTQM
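Inhibition of protein-RNA binding appears as loss of TR-FRET between terbium anti-His antibody on MBNL1-His and streptavidin-XL665 on biotin-(CUG)12. Activity is normalized to buffer-only and uninhibited-complex controls.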
uPA surface inh – blocks generation of uPA at the cell surface; cell surface uPA generation assay, qHTS; Potency, µM (top dose mostly 38.3 µM), without a hit: at the highest dose activity change, negative = inhibition, most hits filed as inhibitors; 0.31% of 330,000 active; AID 540303; active = well fitted inhibition curve with a large enough effect; inconclusive = small, poorly fitted or top-dose-only effect; inactive = no such curve, though single readings can be large or run the other way; tested in mouse RAW 264.7 cells; also: % is scaled to controls: 0 for no effect and ±100 for the full control effect; nearly all actives have a fitted effect of over 55% in size
FLuc counter – firefly luciferase modulation, counter-screen for miR-21 project; P08659; purified FLuc, Km substrates, luminescence inhibition; Potency, µM (doses to about 57.5 µM), for inactives: top-dose activity change, negative = inhibition, most hits filed as inhibitors; 6.9% of 360,000 active;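 also: plate controls were vehicle for no effect and reference inhibitor for full effect; nearly all actives have a fitted effect of over 55% in size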
Target sequence (P08659 whole entry, looked up): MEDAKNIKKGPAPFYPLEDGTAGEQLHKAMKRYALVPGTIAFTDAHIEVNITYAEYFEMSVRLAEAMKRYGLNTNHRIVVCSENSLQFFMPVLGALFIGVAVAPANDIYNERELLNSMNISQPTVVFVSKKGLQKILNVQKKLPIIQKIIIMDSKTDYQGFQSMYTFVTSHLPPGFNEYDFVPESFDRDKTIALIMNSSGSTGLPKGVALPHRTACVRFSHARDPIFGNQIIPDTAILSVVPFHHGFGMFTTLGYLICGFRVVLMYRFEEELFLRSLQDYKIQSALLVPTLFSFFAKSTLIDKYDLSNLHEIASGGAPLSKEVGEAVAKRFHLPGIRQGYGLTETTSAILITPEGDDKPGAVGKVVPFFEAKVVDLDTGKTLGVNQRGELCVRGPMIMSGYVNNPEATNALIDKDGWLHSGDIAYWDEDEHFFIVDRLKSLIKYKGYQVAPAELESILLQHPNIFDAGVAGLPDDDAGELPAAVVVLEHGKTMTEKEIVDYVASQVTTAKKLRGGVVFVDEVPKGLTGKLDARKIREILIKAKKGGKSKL
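Purified P. pyralis luciferase (10nM final) with 10uM D-luciferin and 10uM ATP (Km levels) in 50mM Tris acetate pH 7.5, 10mM Mg acetate, 0.01% Tween-20, 0.05% BSA; qHTS 6-point titration, ~60 µM downward; luminescence read.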
ELG1 genotox – genotoxicity induction in ELG1-luciferase HEK293T cells; HEK293T ELG1-luciferase reporter, luminescence, 16 h; Potency, µM (highest dose often 46 µM), inactives show at the top dose activity change, positive = activation, usual class: activators; 1.3% of 330,000 active; AID 504466; also: % of control where 0% means no effect; nearly all actives have a fitted effect of over 60% in size
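DMSO vehicle served as control against compound-treated ELG1-luciferase HEK293T cells; exposure lasted 16 hr at 37 °C and 5% CO2, followed by ONE-Glo luminescence detection after 30 min.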
p53 reactivator – mutant p53 re-activation in reporter cells | 0.063% of 320,000 active | Potency, µM (titrated, usually from 92.2 µM), for the others: at the top dose activity change, positive = activation, usual class: activators | H1299 p53-A138V BP100-luciferase reporter, luminescence, 24 h | AID 504706; also: % of control where 0% means no effect; nearly all actives have a fitted effect of over 45% in size
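p53-null H1299 cells stably carrying temperature-sensitive p53-A138V and a BP100-luciferase reporter were pinned with compounds (4-point, 1:5 series) and held 24 hrs at 37 deg C. Luminescence was read 10 min after detection reagent.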
NPC1 prom act – NPC1 promoter activation; Huh7 NPC1 promoter luciferase reporter, 24 h; Potency, µM (top dose mostly 9.22 µM), for the others: at the top dose activation, hits mostly activators; 2.4% of 320,000 active; AID 485313;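 also: % of control where 0% means no effect; nearly all actives have a fitted effect of over 60% in size; reporter is driven by a mutant NPC1 promoter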
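Readout is luciferase luminescence, reflecting NPC1 promoter activation in stably transfected Huh7 cells after 24 h compound exposure at 37 °C in reduced-serum medium with 10% FBS.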
The depositor's hits bear a star; ? = inconclusive; . = not tested or not shown; [ ] = remark or other dose. Unless noted, calls follow the shape of the dose curve; as a rule, active = well fitted curve in the direction sought with a large enough effect; inconclusive = small, poorly fitted or top-dose-only effect, or another doubt; inactive = no such curve, though single readings can be large; an effect the other way counts as inactive or inconclusive. Potency is read from the fitted curve at half-maximal effect. These rows are one share of the data (hit frequency here may not be typical).

mol | MBNL1 CUG block | NPC1 prom act | CXXC DNA block | ELG1 genotox | p53 reactivator | BRCA1 expr act | Gal4-VP16 FLuc | RORgamma inh | FLuc counter | uPA surface inh | Rab9 promoter act
CCCCN1C(=O)CC(Sc2ccccc2C(=O)O)C1=O (configuration not stated) | -1% | -6% | 5% | 1% | 19% | 11% | 3% | -15% | 9% | . | 4%
O=C(CSc1nc2c(cnn2-c2cccc(Cl)c2)c(=O)[nH]1)NCCC1=CCCCC1 | . | -3% | . | 3% | 0% | 38% | . | . | 4% | 0% | -1%
CC(C)(C)C(=O)Nc1sc(-c2ccccc2)cc1C(=O)O | 34%[activator] | 4.5µM* | -6% | 15% | ? | ? | -4% | ? | 11µM* | -8% | 3.2µM*
CCOc1ccccc1NCc1nnc(-c2ccccc2)o1 | 1% | 21% | -2% | 2% | . | -2% | . | . | -10% | -5% | 25%
CCc1ccc(NC(=O)CCn2c(=O)oc3ccccc32)cc1 | -3% | 2% | 0% | 2% | 8% | 14% | -12% | 18% | -5% | 5% | 4%
Cc1cccc(C2CC(c3ccc(Cl)cc3)Nc3nc(N)nn32)c1 (configuration not stated) | 8% | -3% | -6% | -6% | -6% | -11% | -12% | -5% | -2% | 5% | -6%
CCOc1ccc(S(=O)(=O)N2CCCCC2)cc1NC(=O)Cc1cccs1 | . | -1% | . | 0% | 1% | -48% | . | . | 4% | -3% | 1%
CC(C)(C)c1ccc(OCC(=O)NCCN2CCCC2)cc1 | -4% | 0% | -1% | -6% | -1% | 11% | ? | 12% | 8% | 3% | 2%
CCCC(=O)c1cc(F)c(N2CCOCC2)cc1C | -9% | 6% | 1% | 13% | 5% | 45% | 14% | 4% | -12% | 0% | 2%
CCCOc1ccc(N2C(=O)CC(NCc3ccncc3)C2=O)cc1 (configuration not stated) | ? | 0% | -8% | 0% | -5% | -9% | -5% | 1% | 3% | 0% | -6%
O=C(c1ccccc1-c1ncc[nH]1)N1CCCC(Nc2ccc(F)cc2)C1 (configuration not stated) | 0% | -1% | 8% | -1% | 5% | 1% | -2% | -20% | 3% | 2% | 4%
O=C(NCc1ccc2c(c1)OCO2)c1nnc(Cc2ccc(Cl)cc2)o1 | 0% | -3% | 17% | -2% | 3% | 5% | 2% | -1% | -17% | 2% | -8%
Cc1ccc(-c2nnn(CC(=O)N(c3ccccc3)C(C(=O)NCC3CCCO3)c3ccc(F)cc3)n2)o1 (configuration not stated) | 1% | -1% | -3% | -5% | -3% | -16% | -9%[10 µM] | -7% | 0% | 3% | -8%
Nc1nc(SCC(=O)Nc2ccccc2-c2ccccc2)n[nH]1 | 0% | 1% | 7% | 0% | -12% | -25% | 1% | 6% | 1% | . | 1%
O=C(c1cc(-c2ccc(Cl)cc2)on1)N1CCc2ccccc2C1 | 1% | 2% | -1% | 1% | 30% | 25% | 5% | -27% | ? | . | -1%
O=C(Nc1ccc(N2CCCC2)cc1)c1cc(Br)ccc1Cl | 4% | -23% | 25% | -1% | . | -4% | 2% | -35% | 0% | -14% | -15%
Cc1ccc(NC(=S)N2CCC(c3ccccc3)C2)c(Cl)c1 (configuration not stated) | 4% | 0.5µM* | -8% | 2.3µM* | 25% | 67% | -14% | 3% | 1.5µM* | -4% | 0.28µM*
CCSC1=NCCN1C(=O)c1ccc(S(=O)(=O)N(C)C)cc1 | -10% | -3% | 6% | 0% | 2% | 13% | -11% | 1% | -1% | 8% | -4%
CC(C)CN(C(=O)COC(=O)c1ccc(Cl)c(N)c1)c1c(N)n(Cc2ccccc2)c(=O)[nH]c1=O | . | -1% | . | 1% | -2% | -22% | . | . | 7% | 0% | -2%
Cc1ccc(S(=O)(=O)N2C(=S)SCC2(C)C)cc1 | -2% | -3% | -9% | -1% | 3% | . | 8% | ? | 5% | . | 3%
O=C(CNC(=O)c1ccc(Br)cc1)N/N=C/c1ccc[nH]1 | -4% | -18% | 6% | 12% | -11% | 15% | 3% | -4% | 0% | -2% | -13%
COc1cc(/C=C/C(=O)OCC(=O)Nc2ccc(NC(C)=O)cc2)cc(S(=O)(=O)N2CCc3ccccc32)c1OC | 8% | -1% | -8% | -5% | -2% | -49% | -5% | -11% | ? | -5% | 2%
CC(C)N(Cc1nnc(-c2ccccc2Br)o1)C(=O)c1cc(Cl)nc2ccccc12 | . | -2% | . | -2% | -8% | -71% | . | . | 5% | -7% | -2%
COc1ccc(S(=O)(=O)NNC(=O)C2COc3ccccc3O2)cc1[N+](=O)[O-] (configuration not stated) | . | -3% | . | -1% | -2% | -20% | . | . | 0% | 1% | -7%
CCOC(=O)CN1C(=O)S/C(=C/c2ccc(O)c([N+](=O)[O-])c2)C1=O | . | -2% | 5% | -10% | 0% | -26% | -86% | ? | -8% | 5% | 0%
Cc1ccc(NC(=O)OCc2ccccc2S(C)=O)cc1 (configuration not stated) | -1% | 0% | -2% | 4% | 0% | 31% | 3% | 40% | -7% | -6% | 18%
CC(=O)Nc1ccc(S(=O)(=O)Nc2c(NC3CCCCC3)c3ccccc3oc2=O)cc1 | -4% | 1% | 53%[activator] | 0%[9.26 µM] | 2% | -10% | -23% | -22% | -1% | 1% | -2%
CCN(CC)Cc1c[nH]c2c(C(=O)OC)cccc12 | -2% | 0% | -1% | -3% | 25% | 45% | -6% | 8% | 2% | 2% | 2%
COCCCNC(=O)CCc1ccc(S(=O)(=O)Nc2ccc(C)cc2)cc1 | -5% | -2% | 0% | -1% | -1% | 14% | 3% | 7% | 1% | . | -10%
O=C(COc1ccc(Cl)cc1)c1ccc(O)cc1O | -5% | 30% | -2% | ? | ? | 97% | 1.4µM* | 0.16µM* | 8.5µM* | 6% | ?
COc1ccc(NC(=O)Nc2nnc(Cc3ccc(OC)c(OC)c3)s2)cc1 | -5% | -2% | -11% | 14% | -43%[inhibitor] | -25% | -2% | -7% | -10% | 9% | -3%
CCC(Sc1nc(C)cc(C)n1)C(=O)Nc1ccc(S(N)(=O)=O)cc1 (configuration not stated) | -8% | -1% | -1% | 0% | -5% | 0% | -1% | -8% | 5% | 0% | 1%
Cc1ccc(-n2nnnc2SCC(=O)N2Cc3ccccc3CC2C(=O)O)cc1 (configuration not stated) | -6% | -3% | -4% | 1% | -3% | -8% | 1% | -9% | -10% | 2% | -2%
Cc1ccc(C(=O)c2cncc(Br)c2)cc1 | -7% | 17% | 0% | -12% | ? | 20% | 4% | -15% | 0%[2.3 µM] | 1% | ?

As a short view, some entries already given:
mol | MBNL1 CUG block | NPC1 prom act | CXXC DNA block | ELG1 genotox | p53 reactivator | BRCA1 expr act | Gal4-VP16 FLuc | RORgamma inh | FLuc counter | uPA surface inh | Rab9 promoter act
O=C(CNC(=O)c1ccc(Br)cc1)N/N=C/c1ccc[nH]1 | -4% | -18% | 6% | 12% | -11% | 15% | 3% | -4% | 0% | -2% | -13%
COc1cc(/C=C/C(=O)OCC(=O)Nc2ccc(NC(C)=O)cc2)cc(S(=O)(=O)N2CCc3ccccc32)c1OC | 8% | -1% | -8% | -5% | -2% | -49% | -5% | -11% | ? | -5% | 2%

By substructure, the compounds so far with an NH in an aromatic ring (six)
mol | MBNL1 CUG block | NPC1 prom act | CXXC DNA block | ELG1 genotox | p53 reactivator | BRCA1 expr act | Gal4-VP16 FLuc | RORgamma inh | FLuc counter | uPA surface inh | Rab9 promoter act
O=C(CSc1nc2c(cnn2-c2cccc(Cl)c2)c(=O)[nH]1)NCCC1=CCCCC1 | . | -3% | . | 3% | 0% | 38% | . | . | 4% | 0% | -1%
O=C(c1ccccc1-c1ncc[nH]1)N1CCCC(Nc2ccc(F)cc2)C1 (configuration not stated) | 0% | -1% | 8% | -1% | 5% | 1% | -2% | -20% | 3% | 2% | 4%
Nc1nc(SCC(=O)Nc2ccccc2-c2ccccc2)n[nH]1 | 0% | 1% | 7% | 0% | -12% | -25% | 1% | 6% | 1% | . | 1%
CC(C)CN(C(=O)COC(=O)c1ccc(Cl)c(N)c1)c1c(N)n(Cc2ccccc2)c(=O)[nH]c1=O | . | -1% | . | 1% | -2% | -22% | . | . | 7% | 0% | -2%
O=C(CNC(=O)c1ccc(Br)cc1)N/N=C/c1ccc[nH]1 | -4% | -18% | 6% | 12% | -11% | 15% | 3% | -4% | 0% | -2% | -13%
CCN(CC)Cc1c[nH]c2c(C(=O)OC)cccc12 | -2% | 0% | -1% | -3% | 25% | 45% | -6% | 8% | 2% | 2% | 2%
